Screening results from PubChem.
phage Ecoli inh: growth loss of phage-infected E. coli, primary screen, RecBCD inhibitor project, absorbance, with phage, HTS | inhibition, % at 11.9 µM | 360,000 compounds, 0.26% hits | AID 651602, 2012; in the data active means inhibition above about 11%
PfHsp90 set2: growth inhibition of PfHsp90-expressing yeast, primary screen, antimalarial PfHsp90 inhibitor project, S. cerevisiae, BacTiter-Glo luminescence, single point, set 2; AID 504621, 2011; BacTiter-Glo ATP, 48 h; yeast lacking PDR1 and PDR3 efflux regulators; 310,000 compounds, 0.32% hits; inhibition, % at 9.4 µM;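 active means every replicate shows inhibition above about 80%, whatever the replicate mean, limit read from the data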;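 further: 0% = DMSO neutral controls and 100% = 20 µM radicicol positive controls; yeast relying on Plasmodium falciparum Hsp90 in place of its own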
OPRM1-OPRD1 ag: agonists of OPRM1-OPRD1 heterodimerization, primary screen, cell-based, luminescence | cells | activation, % at 9.3 µM | 340,000 compounds, 0.3% hits; in the data active means activation above about 18%;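 further: 0% = vehicle-treated cells and 100% = reference agonist; values of inactives mirror those of a sister screen read the other way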
Target sequence (P35372 whole entry, looked up): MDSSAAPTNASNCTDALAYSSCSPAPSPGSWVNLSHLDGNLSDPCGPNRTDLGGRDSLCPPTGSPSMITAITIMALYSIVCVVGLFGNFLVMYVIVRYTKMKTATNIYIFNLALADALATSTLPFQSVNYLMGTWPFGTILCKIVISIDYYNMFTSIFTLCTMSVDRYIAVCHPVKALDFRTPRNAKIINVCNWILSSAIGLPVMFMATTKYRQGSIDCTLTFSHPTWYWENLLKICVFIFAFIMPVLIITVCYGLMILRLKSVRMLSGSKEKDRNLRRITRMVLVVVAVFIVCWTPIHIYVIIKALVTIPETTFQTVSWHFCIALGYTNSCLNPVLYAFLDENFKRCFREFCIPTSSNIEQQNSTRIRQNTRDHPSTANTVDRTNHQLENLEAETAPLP
Target sequence (P41143 whole entry, looked up): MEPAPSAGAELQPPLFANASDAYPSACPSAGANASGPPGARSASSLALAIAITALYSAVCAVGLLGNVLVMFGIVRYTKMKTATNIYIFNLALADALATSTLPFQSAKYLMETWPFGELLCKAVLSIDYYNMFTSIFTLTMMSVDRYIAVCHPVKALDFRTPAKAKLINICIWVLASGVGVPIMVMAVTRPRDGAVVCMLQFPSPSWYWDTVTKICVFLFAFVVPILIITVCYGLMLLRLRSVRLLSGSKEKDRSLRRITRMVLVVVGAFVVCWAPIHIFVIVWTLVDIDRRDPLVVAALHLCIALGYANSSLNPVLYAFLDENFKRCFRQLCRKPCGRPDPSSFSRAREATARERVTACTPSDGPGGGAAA
MOR-DOR inv ag: inverse agonists of MOR-DOR heterodimerization, primary screen, cell-based, luminescence | 340,000 compounds, 0.21% hits | cell-based MOR-DOR heterodimer luminescence, inverse agonism | AID 504357, 2011 | inhibition, % at 9.3 µM; in the data active means inhibition above about 22%, passing the limit was not always enough;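 further: 0% = cells with DMSO and 100% = wells without cells with DMSO; values of inactives mirror those of a sister screen read the other way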
Ecoli viability: E. coli V3065 growth inhibition, primary screen, counter-screen for AddAB inhibitor project, absorbance, OD600; inhibition, % at 11.9 µM; 18 h; 330,000 compounds, 0.27% hits;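 active means inhibition above the campaign's mean inhibition across all tested compounds plus 3 SD, cut at about 9.9% in these data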;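 further: uninfected addAB+ strain grown without phage in ampicillin broth; 0% = DMSO wells and 100% = ciprofloxacin 0.95 µg/ml wells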
PKA-R1A act: activators of PKA-R1A holoenzyme, primary screen, biochemical, fluorescence polarization, Cy5-IP20, bovine R1A, mouse PKAc; cAMP-dependent protein kinase type I-alpha regulatory subunit (Bos taurus) + …; PKA-R1A dissociation; scaled: DMSO 0%, 113 µM cGMP 100%; activation, % at 11.4 µM; 340,000 compounds, 0.083% hits; AID 504707, 2011;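 active means percent activation above the mean of all tested compounds plus 3 SD, cut at about 19% in these data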;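 further: higher means more PKAc released from R1A so a rise in polarization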
AddAB inh: growth inhibition of E. coli expressing H. pylori AddAB, primary screen, AddAB inhibitor project, absorbance | inhibition, % at 11.9 µM | 330,000 compounds, 0.29% hits | AID 435030, 2010; in the data active means inhibition above about 12%;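 further: 0% = vehicle wells of infected cells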
Arrestin-AP2 inh: inhibitors of beta-arrestin/AP2 binding, primary screen, biochemical, GPCR trafficking, flow cytometry; beta-arrestin 1 C-terminal peptide binding to AP2 beta2-adaptin appendage (human); FITC-arrestin peptide / GST-AP2 beads; AP2 beta2 appendage carries R879A mutation; inhibition, % at 10 µM; 340,000 compounds, 0.31% hits;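 active means inhibition above a set limit, near 3 SD of compounds lacking own fluorescence, cut at about 54% in these data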;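 further: plate controls were DMSO wells for no effect and 5 µM unlabelled arrestin peptide for full effect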
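System: GST-AP2 R879A glutathione beads; medium: PBS, Tween 20 0.05%, BSA 0.1%; reagent: fluorescein-tagged arrestin peptide at 50 nM final; schedule: pre-incubation 12 min, peptide binding 1 h, room temperature; detection: flow cytometry, FL1 (488/535 nm); read-out: inhibition as reduced fluorescein signal on beads, percent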
Tat export inh: E. coli Tat export inhibitors, primary screen, MC4100, TorA-mCherry reporter, fluorescence, single point; inhibition, % at 10 µM; 340,000 compounds, 0.036% hits; AID 488895, 2010;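 active means mean replicate inhibition at least 50% and at least half of replicates individually reaching 50%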;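 further: exported cargo escapes ClpAP degradation while cytoplasmic cargo is degraded and loses fluorescence; 0% = median of neutral control wells and 100% = median of NaSCN control wells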
DSG3 Ab inh: inhibitors of pemphigus antibody binding to DSG3, primary screen, biochemical, bead-based, flow cytometry, scFv-GFP; Desmoglein-3 (Homo sapiens), P32926; DSG3-coupled beads, scFv-anti-DSG3-GFP binding; stronger effect = lower value; binding (percent of control), % at 10 µM; 310,000 compounds, 0.48% hits;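 active means binding more than 3 SD below its plate's average and above zero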; further: some compounds called inactive have numbers as strong as hits
SUMO Mot1 rescue: yeast Mot1-301 growth rescue at high temperature, primary screen, SUMOylation pathway inhibitor project, S. cerevisiae, ATP luminescence, 38.5C | S. cerevisiae Mot1-301 growth rescue; percent above DMSO median, 100 means doubled | growth rescue, % at 18.8 µM | 320,000 compounds, 1% hits;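 active means every valid replicate shows activation above 250% relative to neutral control wells; inactive means the rest, any valid replicate at or below 250%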;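 further: OY570 slx delta 5 strain wells were the positive control but not used for scaling; some compounds called inactive have numbers as strong as hits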
Starred values were filed as active, the others as inactive; / = not tested or not shown.

SMILES	Tat export inh	phage Ecoli inh	Ecoli viability	PKA-R1A act	AddAB inh	OPRM1-OPRD1 ag	SUMO Mot1 rescue	DSG3 Ab inh	PfHsp90 set2	MOR-DOR inv ag	Arrestin-AP2 inh
COc1ccccc1NOC(=O)CCOc1ccccc1	-3	1.5	/	6	/	-1.5	/	90	/	8	-9
CN1C=CC=C/C1=C1\SC(=S)N(N)C1=O	-3	2.9	-0.8	-2	0.0	-1.6	4	/	-2	7	0
O=C(Cn1cnc2c(OCc3ccccc3)ncnc21)NCCCN1CCCC1=O	2	-0.1	0.2	-4	2.2	/	-21	97	12	/	39
CCOC(=O)c1ccc(NC(=O)CSc2ncccn2)cc1	-2	2.9	1.8	-6	3.7	0.8	3	158	9	-3	-31
Cc1onc(-c2ccccc2Cl)c1C(=O)Nc1ncn[nH]1	7	3.1	2.7	1	1.6	-3.9	5	112	-5	21	15
C=CCNC(=O)C1CC(=O)N(c2ccc(OCC(=O)Nc3c(C)cccc3C)cc2)C1 (centres undefined)	2	1.2	1.1	-14	2.2	0.4	-17	99	0	-3	-6
O=C(O)c1cnccn1	-2	2.5	-2.7	8	-2.4	-2.4	170	114	-31	13	-8
Cn1cc(C(=O)c2ccc(Cl)cc2Cl)cc1C(=O)N/N=C(\N)COc1ccc(Cl)cc1	7	10	3.3	-10	4.7	2.8	9	95	-1	-15	4
CCc1noc(C)c1C(=O)Nc1nc(-c2cc(C)ccc2C)c(C)s1	9	2.2	0.4	7	0.1	2.7	108	102	-4	-14	5
Cc1c(O)ccoc1=O	3	0.5	-1.2	-19	3.4	-3.4	-3	107	4	17	10
Cc1nc(SCC(=O)N(C)C2CCS(=O)(=O)C2)c2ccccc2n1 (centres undefined)	-3	6.4	0.4	1	-1.9	-0.4	29	100	/	2	-10
CSCCC(Nc1ncnc2ccc(Br)cc12)C(=O)O (centres undefined)	-6	1.0	2.2	5	-0.3	-3.3	0	127	-15	15	3
COc1ccc(C2c3cc(OC)c(OC)cc3CCN2C(=O)c2cccc([N+](=O)[O-])c2)cc1OC (centres undefined)	-3	-1.3	-1.5	-14	-1.9	-1.6	-16	118	-1	7	0
C/C=C/C(=O)Nc1cccc(C(F)(F)F)c1	-1	6.4	3.5	0	5.3	-0.9	-12	107	-5	5	11
COc1ccccc1NC(=O)C(C)OC(=O)C1CCN(S(=O)(=O)c2ccc(C)c(C)c2)CC1 (centres undefined)	2	0.8	0.0	-3	-0.3	0.6	2	123	-1	-3	8
O=C1NC(=S)S/C1=C\c1ccc(SCc2ccccc2)o1	-11	1.0	0.8	-12	7.1	-3.2	6	89	7	16	31
CN(CC(=O)Nc1ccccc1Cl)C(=O)COC(=O)/C=C/c1ccc(C(F)(F)F)cc1	5	-0.1	3.0	-7	-1.0	-1.6	337	105	-28	11	-15
CC(=O)N1c2ccc(S(=O)(=O)N3CCC(C(=O)N4CCCCC4)CC3)cc2CC1C (centres undefined)	-1	2.3	1.3	-3	2.2	-1.7	-6	/	-5	9	-22
CCCCn1nnnc1SCC(=O)Nc1sc2c(c1C#N)CCCC2	16	3.0	1.8	-9	2.9	4.0	-12	103	-22	-21	1
Brc1ccc(-c2nnc3sc(CN4CCN(c5ccccc5)CC4)cn23)cc1	-5	/	1.0	-9	-0.3	-1.7	9	95	-71	9	7
COc1ccccc1NC(=O)CCNS(=O)(=O)c1ccc2c(c1)CC(C)N2C(=O)C1CC1 (centres undefined)	3	1.3	-1.7	6	2.9	-1.1	0	100	6	6	6
CCSc1nc2sc3c(c2c(=O)n1CC)CC(C)(C)OC3	1	0.0	-2.2	-7	2.8	1.1	-6	104	17	-4	8
CCO[C@@H]1OC(C(=O)N2CCN(Cc3ccc4c(c3)OCO4)CC2)=C[C@H](C)[C@H]1CCCO	-4	3.3	-0.9	4	2.3	-3.5	1	102	-2	19	-2
O=C(COc1ccccc1-c1ccccc1)NCc1cccc(Cl)c1	6	3.7	1.1	-9	2.6	5.9	0	117	-17	-31	4
Cc1onc(-c2ccccc2)c1C(=O)Nc1ccccc1N1CCOCC1	3	3.4	0.2	-5	1.1	-0.7	-10	/	-51	4	-4

Molecules listed so far containing a Cl atom:
SMILES	Tat export inh	phage Ecoli inh	Ecoli viability	PKA-R1A act	AddAB inh	OPRM1-OPRD1 ag	SUMO Mot1 rescue	DSG3 Ab inh	PfHsp90 set2	MOR-DOR inv ag	Arrestin-AP2 inh
Cc1onc(-c2ccccc2Cl)c1C(=O)Nc1ncn[nH]1	7	3.1	2.7	1	1.6	-3.9	5	112	-5	21	15
Cn1cc(C(=O)c2ccc(Cl)cc2Cl)cc1C(=O)N/N=C(\N)COc1ccc(Cl)cc1	7	10	3.3	-10	4.7	2.8	9	95	-1	-15	4
CN(CC(=O)Nc1ccccc1Cl)C(=O)COC(=O)/C=C/c1ccc(C(F)(F)F)cc1	5	-0.1	3.0	-7	-1.0	-1.6	337	105	-28	11	-15
O=C(COc1ccccc1-c1ccccc1)NCc1cccc(Cl)c1	6	3.7	1.1	-9	2.6	5.9	0	117	-17	-31	4

More records follow.
SMILES	Tat export inh	phage Ecoli inh	Ecoli viability	PKA-R1A act	AddAB inh	OPRM1-OPRD1 ag	SUMO Mot1 rescue	DSG3 Ab inh	PfHsp90 set2	MOR-DOR inv ag	Arrestin-AP2 inh
Cc1cccc(OCC(=O)Nc2ccc(C(=O)c3ccc(C(=O)O)cc3)cc2)c1	1	0.8	-0.6	-8	1.6	-2.8	2	100	-4	14	-2
Cc1oc(C(=O)O)cc1COc1ccc2c3c(c(=O)oc2c1)CCC3	-6	2.8	-0.2	5	1.4	-0.5	-17	95	-3	2	6
O=C(C1COc2ccccc2O1)N1CCN(c2ccccn2)CC1 (centres undefined)	-17	0.5	1.5	3	3.3	-1.1	-3	101	9	7	1
CC1CCCCN1CCCNC(=O)C1CCN(c2nnc(-n3cccc3)s2)CC1 (centres undefined)	-10	5.2	0.6	-7	3.1	-1.3	310	102	-16	7	-5
Nc1nnc2c(C(F)(F)F)nc3ccccc3n12	-15	2.5	-0.5	-7	1.2	-3.0	84	101	2	13	33
O=S(=O)(Nc1ccc2c(c1)OCCO2)c1ccc(F)cc1	-1	3.3	2.4	-17	0.2	-0.2	7	103	/	1	6
CCOc1ccc(Br)cc1S(=O)(=O)Nc1nc(CN2CCOCC2)nc2sc(C)c(C)c12	5	1.4	-2.5	-9	2.4	0.1	-5	106	3	-1	36
C[C@H](CO)N1C[C@H](C)[C@@H](CN(C)C(=O)Nc2ccc(C(F)(F)F)cc2)Oc2ccc(NC(=O)c3ccncc3)cc2C1=O	2	3.0	0.5	-1	-1.2	-1.4	2	98	-24	8	2
O=C(C[n+]1ccc(C(=O)c2ccccc2)cc1)Nc1ccccc1OC(F)F	-2	3.2	-1.8	-5	0.0	0.9	-12	118	3	-5	-11
CCCCOC(=O)c1ccc(NC(=O)CSC2=Nc3ccccc3C3CC=NN23)cc1 (centres undefined)	1	-2.3	-0.7	14	2.8	0.3	4	103	-21	-1	12
Cc1cnc(C(=O)OCC(=O)c2ccc[nH]2)cn1	8	0.8	2.1	-6	0.4	-0.7	13	105	9	4	3
Fc1ccc(Nc2c(-c3ccco3)nc3ccccn23)cc1	-1	4.0	-1.2	-2	1.5	1.9	10	81	-3	-13	17
CC(C)(C)c1ccc(C(=O)N2CCN(Cc3ccccc3)CC2)cc1	-1	3.2	-2.6	2	0.3	0.4	31	103	-32	-2	-3
Cc1noc(C)c1COC(=O)c1cccnc1Cl	1	0.9	0.6	4	1.5	-1.6	/	/	-1	7	-36
CCOC(=O)c1cccc(NC(=O)c2cnccn2)c1	-9	3.2	0.1	-9	-1.0	-3.8	148	103	-12	19	-6
O=C(COc1ccccc1)NCCSc1ccccc1	3	4.2	-0.7	4	1.8	-2.5	10	111	/	15	6
COc1ccc(C2NCCc3sccc32)cc1 (centres undefined)	-6	3.6	-0.9	-10	5.9	3.8	4	108	19	-28	-3
Cc1noc(C)c1COC(=O)C1CCN(C(=O)c2ccc(Cl)cc2)CC1	11	2.1	-1.1	-1	-0.2	1.3	1	107	13	-7	4
O=C(Cc1cccc(NC(=O)C2CCCN(C(=O)C3CCC3)C2)c1)Nc1ccc(C(=O)N2CCOCC2)cc1 (centres undefined)	0	6.1	/	-9	/	-1.2	/	100	-13	6	-5
